Screening results deposited in PubChem BioAssay by National Center for Advancing Translational Sciences (NCATS).
TDP1 cell CPT – growth inhibition of DT40 Tdp1-/-;hTDP1 cells with camptothecin (screen for TDP1 inhibitors). 420,000 compounds, 12% hits. Potency, µM (highest dose often 46.2 µM), for inactives: at the top dose activity change, negative = growth inhibition, actives largely listed as inhibitors. chicken DT40 Tdp1-/-;hTDP1 cells + 20 nM CPT, ATP luminescence, 48 h; also: nearly all actives have a fitted effect of over 55% in size
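Chicken DT40 Tdp1-/- cells stably complemented with human TDP1 were seeded at 400 cells/well in medium containing 20 nM camptothecin, exposed to pin-transferred compounds, and grown at 37 °C for at least 48 hr. Viability was read as ATP luminescence.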
GCN5L2 inh – blocks human GCN5L2 histone acetyltransferase | Potency, µM (titrated, usually from 58.9 µM), for the others: top-dose activity change, negative = inhibition, most hits filed as inhibitors | 390,000 compounds, 0.21% hits | GCN5L2 HAT assay, ThioGlo1 CoA-SH fluorescence
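qHTS, 1536-well. 20nM enzyme, pH 7.5 HEPES/EDTA/Tween-20 buffer; 15 min compound preinc., RT. Start: 75uM H3(1-25), 70uM AcCoA, 50uM ThioGlo1. Read Ex340/Em540 at t=0 (autofluorescence flag) and t=20 min.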
FEN1 inh – blocks human flap endonuclease 1; Potency, µM (top dose mostly 114 µM), without a hit: top-dose activity change, negative = inhibition, usual class: inhibitors; 390,000 compounds, 0.35% hits; Recombinant FEN1 flap cleavage, fluorescence, 15 min; P39748; also: nearly all actives have a fitted effect of over 65% in size
Target sequence (P39748 whole entry, looked up): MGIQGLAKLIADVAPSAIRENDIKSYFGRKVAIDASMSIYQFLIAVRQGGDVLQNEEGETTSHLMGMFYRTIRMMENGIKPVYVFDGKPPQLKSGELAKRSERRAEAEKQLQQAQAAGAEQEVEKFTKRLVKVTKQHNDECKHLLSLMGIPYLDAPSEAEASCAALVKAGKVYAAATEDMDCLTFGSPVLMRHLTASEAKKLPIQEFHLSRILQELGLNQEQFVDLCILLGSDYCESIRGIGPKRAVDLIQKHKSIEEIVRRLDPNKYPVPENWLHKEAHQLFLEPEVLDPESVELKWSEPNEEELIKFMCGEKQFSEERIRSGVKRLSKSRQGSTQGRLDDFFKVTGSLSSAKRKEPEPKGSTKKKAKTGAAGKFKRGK
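Compounds are tested as a concentration series against 10 nM FEN1; after a 15 min room-temperature preincubation, 50 nM substrate starts cleavage, with plate reads at 0 and 15 min. Normalized responses are fitted by a Hill equation.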
An asterisk follows results filed as active; ? = inconclusive; . = not tested or not shown; & = joins results of further samples; ! = not confirmed by another sample; [ ] = remark or other dose. Calls follow the shape of the dose curve; as a rule, active = well fitted curve in the direction sought with a large enough effect; inconclusive = small, poorly fitted or top-dose-only effect, or another doubt; inactive = no such curve, though single readings can be large; an effect the other way counts as inactive or inconclusive. % is scaled to controls: 0 for no effect and ±100 for the full control effect; potency is read from the fitted curve at half-maximal effect.

SMILES | TDP1 cell CPT | GCN5L2 inh | FEN1 inh
CC(C)(C)OC(=O)N1CCCC(C(=O)Nc2cccc(C(=O)NC3CC3)c2)C1 (stereo not given) | -6% | . | -1%
Cc1ccc(NC(=O)C(=O)NCc2ccccn2)cc1 | 15% | -3% | 17%
CCC1CCCCN1C(=O)COC(=O)c1cc(=O)[nH]c2ccccc12 (stereo not given) | -3% | -15% | 8%
Cc1ccc2nc3c(c(Nc4ccc5c(c4)OCCO5)c2c1)CCC3 | 16µM* | 0% | -22%
CCC1CCCCN1CCCNC(=O)C1CC(=O)N(CCc2ccccc2)C1 (stereo not given) | -21% | 0% | -20%
Cc1ccc2nc(SCC3CCCCO3)[nH]c2c1 (stereo not given) | 2% | 0% | 12%
COc1ccccc1NC(=O)CN1CCCCCC1 | 9% | 4% | -5%
CCc1ccccc1NC(=O)Nc1cccn(Cc2ccc(F)cc2)c1=O | -48% | -5% | -28%
COc1ccc(C(=O)Nc2nc(-c3ccccn3)cs2)cc1S(=O)(=O)N1CCOCC1 | 13µM* | 2% | 14%
COc1ccc(CNc2nc3ccc(C)cc3s2)c(OC)c1OC | ? | -11% | -2%
CC(Sc1nc(N2CCOCC2)c2c(c1C#N)CC(C)(C)OC2)C(=O)Nc1ccccc1 (stereo not given) | -12% | 0% | -8%
CN(CC(=O)Nc1cccnc1)S(=O)(=O)c1cc(Cl)ccc1Cl | -5% | -1% | -14%
O=C(Nc1ccc(-n2cnnn2)cc1)C1CCC1 | -3% | -4% | -13%
CCN(CCNC(=O)c1cccc(N2CCCC2=O)c1)c1ccccc1 | -23% | -1% | -8%
CNS(=O)(=O)c1cccc(C(=O)OCC(=O)NCCCc2ccccc2)c1 | ? | 2% | 2%
COc1ccc(Br)c(C(=O)OCC(=O)N2CCC(Cc3ccccc3)CC2)c1 | -25% | -14% | -6%
COCCCNC(NC(=O)c1ccc(OC)cc1)C(Cl)(Cl)Cl (stereo not given) | ? | -1% | -11%
CC(=O)Nc1nc2c(C)c(Cl)ccc2s1 | -6% | -12% | -2%
Cc1ccc(-c2nnc(Nc3ccccc3)c3ccccc23)cc1S(=O)(=O)N1CCN(C)CC1 | ? | 2% | -5%
O=C(Oc1cccc(Br)c1)c1cccnc1 | ? | ? | -2%
O=C(OCC#CCSc1nnc(-c2cccc3ccccc23)o1)c1cnc[nH]1 | . | -4%&-8% | -4%
CC1CN(c2oc(-c3ccco3)nc2C#N)CC(C)O1 (stereo not given) | 2% | -4% | 8%
CCOC(=O)c1ccc(NS(=O)(=O)c2c(C)n(C)c(=O)n(C)c2=O)cc1 | -22% | -2% | 16%
Cc1cc(C)c(NC(=O)CNC(=O)c2cc(C3CC3)nn2-c2ccccc2)c(C)c1 | -25% | -1% | -9%
CC(/C=C/c1ccccc1)=N\NC(=O)CCc1ccccc1 | -14% | 36%[activator] | -6%
CCOc1ccc(NC(=O)[C@H]2O[C@@H]3OC(C)(C)O[C@@H]3[C@H]3OC(C)(C)O[C@H]32)cc1 | ? | -9% | -1%
CCCCCC(O)CCCC(=O)O (stereo not given) | 5% | 1%&-18%&-11% | -1%
CC1CN(CC(=O)Nc2ccc([N+](=O)[O-])cc2Br)CC(C)O1 (stereo not given) | -16% | -9% | -5%
CC(C)(C)OC(=O)N1CCC(c2c(C(=O)NCc3ccccn3)cnn2-c2ccc(F)cc2)CC1 | ? | 11% | 17%
CC(=O)c1sc2nc(-c3ccccc3)cc(C)c2c1N | 6% | -1% | -16%
CCOc1ccccc1NC(=O)[C@@H](NC(=O)c1cccc(S(=O)(=O)N2CCOCC2)c1)C(C)C | -5% | -16% | 1%
CCc1cc2c(=O)c(-c3ccon3)c(N)oc2cc1OC | -25% | -10% | 6%
Cn1cnc2c(=O)oc3ccc(S(=O)(=O)N4CCN(c5cccc(Cl)c5)CC4)cc3c21 | -6% | -2% | -3%
Cc1ccc(C)c(-c2cc(C(=O)NN3CCOCC3)c3ccccc3n2)c1 | -7% | 4% | -3%
COC(=O)c1ccc(N2CCN(S(=O)(=O)c3ccc4ccccc4c3)CC2)c([N+](=O)[O-])c1 | 16µM* | -6% | -4%
O=C1CC(c2ccccc2)=NO1 | 13% | . | -11%
Cc1ccc2onc(CC(=O)Nc3ccc(C(C)C)cc3)c2c1 | ? | -8% | 4%
O=C1/C(=C\c2ccsc2)N2CCC1CC2 | 1% | 0% | 3%
CC(C)(C)[C@H]1C=C(C(=O)NCc2nc3ccccc3[nH]2)O[C@@H](OCc2ccc(CO)cc2)C1 | 21µM* | -10% | -1%
O=Cc1cn(-c2ccccc2)nc1-c1cc2c(ccc3ccccc32)oc1=O | -2% | -3%[0.501 µM] | -2%

Structural class: the entries above containing an NH in an aromatic ring.
SMILES | TDP1 cell CPT | GCN5L2 inh | FEN1 inh
CCC1CCCCN1C(=O)COC(=O)c1cc(=O)[nH]c2ccccc12 (stereo not given) | -3% | -15% | 8%
Cc1ccc2nc(SCC3CCCCO3)[nH]c2c1 (stereo not given) | 2% | 0% | 12%
O=C(OCC#CCSc1nnc(-c2cccc3ccccc23)o1)c1cnc[nH]1 | . | -4%&-8% | -4%
CC(C)(C)[C@H]1C=C(C(=O)NCc2nc3ccccc3[nH]2)O[C@@H](OCc2ccc(CO)cc2)C1 | 21µM* | -10% | -1%

Following part
SMILES | TDP1 cell CPT | GCN5L2 inh | FEN1 inh
CCNC(=O)C(=O)Nc1ccc(OC)c(Cl)c1 | -14% | 0% | 11%
S=c1[nH]nc(-c2cc(-c3ccccc3)n[nH]2)n1/N=C/c1c(Cl)cccc1Cl | -10% | -12% | ?
CC(=O)NC(Cc1cccc(F)c1)C(=O)NC1CCN(C(=O)c2cccc(C)c2)CC1 (stereo not given) | -10% | 0% | 17%
O=C(CC1NCCc2ccccc21)Nc1cccc(Cl)c1 (stereo not given) | ? | -1% | -2%
Cc1cccc(/C=C/c2cccs2)n1 | 1.1µM* | . | -3%
COC(OC)c1ccc(C#N)c(SCc2ccccc2)n1 | 0% | -11% | 2%
CC(=O)c1cccc(NC(=O)c2cc3sc(Cl)cc3n2C)c1 | -27% | -4% | 1%
CCOc1ccc(CN2CCN(S(=O)(=O)c3ccc(NC(C)=O)cc3)CC2)cc1OC | ? | -17% | -4%
NC(=O)COC(=O)C12CC3CC(CC(O)(C3)C1)C2 | 9% | -7% | -4%
Cn1ncc(Br)c1C(=O)O | -13% | -3% | -13%
COc1cccc(N(C(=O)c2snc(C(N)=O)c2N)C(C(=O)NCC2CCCO2)c2cccs2)c1 (stereo not given) | ? | -5% | -11%
CC1CCc2sc(C(=O)N/N=C/C3CCCCC3)cc2C1 (stereo not given) | 9% | -12% | -14%
Cc1ccc2oc(=O)c3cnn(CC(=O)N4CCc5ccccc5C4)c3c2c1 | ? | 3% | 10%
CCN(CC)CCNc1nc2nonc2nc1NCCN(CC)CC | -15% | -2% | 14%
CCOC(=O)c1sc(NC(=O)CSc2nc(C)cc(C)n2)c(C#N)c1C | ? | 0% | 1%
CCOc1ccc(CNC(=O)CC(C)n2nc(C)cc2C)cc1OC (stereo not given) | -7% | -16% | 15%
CCOC(=O)C1CCN(c2c(N3CCN(Cc4ccccc4)CC3)c(=O)c2=O)CC1 | 4% | -5% | -17%
Cc1ccc(S(=O)(=O)N2CCN(Cc3cccc(C)c3O)CC2)cc1 | 7% | -5% | -18%
O=c1[nH]c2ccc(N=Cc3c(O)ccc4cc(Br)ccc34)cc2[nH]1 | 5% | -6% | -6%
C=CCNC(=O)NC(=O)COC(=O)c1nc2nccc(C)n2n1 | 1% | -3% | -1%

Looked up one by one from the list above (five):
SMILES | TDP1 cell CPT | GCN5L2 inh | FEN1 inh
CCOC(=O)c1ccc(NS(=O)(=O)c2c(C)n(C)c(=O)n(C)c2=O)cc1 | -22% | -2% | 16%
CC1CN(CC(=O)Nc2ccc([N+](=O)[O-])cc2Br)CC(C)O1 (stereo not given) | -16% | -9% | -5%
CC(/C=C/c1ccccc1)=N\NC(=O)CCc1ccccc1 | -14% | 36%[activator] | -6%
S=c1[nH]nc(-c2cc(-c3ccccc3)n[nH]2)n1/N=C/c1c(Cl)cccc1Cl | -10% | -12% | ?
O=C(Nc1ccc(-n2cnnn2)cc1)C1CCC1 | -3% | -4% | -13%

Next part.
SMILES | TDP1 cell CPT | GCN5L2 inh | FEN1 inh
Cc1ccc(S(=O)(=O)NC(C(=O)Oc2ccc3c(C(F)(F)F)cc(=O)oc3c2)c2ccccc2)cc1 (stereo not given) | -15% | ? | 8%
O=C(COC(=O)CCc1nc2ccccc2c(=O)[nH]1)NCc1ccc(F)cc1 | 0% | 6% | -7%
O=C1N=c2ccccc2=C1c1c(O)n(-c2cccc(F)c2)[nH]c1=O | 21µM* | -24% | 0%
COc1cccc(Nc2nc(-c3ccc4c(c3)OCCO4)cs2)c1 | ? | -7% | -1%
CCOC(=O)[C@@H]1CSCCS(=O)(=O)N1 | 12µM* | . | 19%
CN(C)CCc1cc2c(c3c1ccc1ccccc13)OCO2 | 21µM*! | -2% | ?
CS(=O)(=O)N(CC(=O)Nc1ccc(Br)cc1)C1CCCCC1 | ? | 2% | 13%
Cc1nc2ccc(S(=O)(=O)NC(C(=O)NCc3cccs3)C(C)C)cc2s1 (stereo not given) | -6% | 3% | -4%
COc1ccccc1/C=C/c1nc2ccc(OC(C)=O)cc2c(=O)o1 | 6% | -5% | -3%
C=CCN(c1ccccc1)S(=O)(=O)c1cc(C(=O)NC2=NCCS2)ccc1Cl | -6% | -8% | ?
CCOC(=O)c1cccc(NS(=O)(=O)Cc2ccccc2)c1 | -14% | 3% | -4%
CCCNC(=O)Nc1ccccc1SC | -2% | 2% | -1%
COc1cc(NC(=O)c2ccc(CNc3c(N4CCOCC4)c(=O)c3=O)cc2)cc(OC)c1 | 19% | 0% | 11%
O=C(NCc1cccs1)C(=O)NCC1OCCCN1S(=O)(=O)c1ccc(F)cc1 (stereo not given) | -20% | -1% | -4%
COc1ccc(C(=O)NCc2nnc(SCC(=O)c3ccccc3)n2C)cc1 | 1% | 2% | 5%
O=c1c2ccccc2nc2n1CCO2 | 19% | -4% | 0%
O=C(CSc1nc2c(sc3ccccc32)c(=O)n1CCCN1CCOCC1)NCC1CCCO1 (stereo not given) | -14% | -1% | 0%
COc1ccc(C2CC(C(F)(F)F)n3ncc(C(=O)Nc4cccc(O)c4)c3N2)cc1OC (stereo not given) | -15% | ? | 2%
CC(C)CCNC(=O)C1CCN(S(=O)(=O)c2cccc3nsnc23)CC1 | -17% | -10% | 1%
O=C(O)CCN1C(=O)/C(=C/c2ccc(-c3nc4ccccc4s3)o2)SC1=S | -30% | ? | -6%
Oc1ccc(Cl)cc1-c1cc(-c2cccc(Br)c2)n[nH]1 | 16µM* | -7% | -16%
COC(=O)c1cc(=O)n(Cc2ccc(F)cc2)c(=Nc2ccccc2)s1 | ? | -29% | 2%
NS(=O)(=O)c1ccc(N/N=C/c2ccc(O)c(O)c2O)c([N+](=O)[O-])c1 | ? | ? | 10µM*
Cc1cc(NC(=O)CSc2nnc(-c3ccccc3Cl)o2)no1 | -12% | -6% | 0%
Cc1ccc(CNC(=O)c2cc3c(=O)n4ccccc4nc3n(CC3CCCO3)c2=N)cc1 (stereo not given) | ? | -4% | -17%
COc1ccc(N2Cc3cccc(C(=O)Nc4ccc(F)cc4)c3C2=O)cc1 | 10µM* | ? | 4%
CCOc1ccccc1NS(=O)(=O)c1c(C)noc1C | -9% | -4% | -2%
C#CCn1c(-c2cccs2)nc2ccccc21 | -8% | -3% | 12%
COc1ccccc1NC(=S)N1CCN(C/C=C/c2ccccc2)CC1 | ? | -1% | 0%
O=C(NC(Cc1ccccc1)C(=O)O)C1CCCCC1 (stereo not given) | 4% | 32%[activator] | 3%

An excerpt of these results, with two lines to a compound.
Results follow in this order: TDP1 cell CPT	GCN5L2 inh	FEN1 inh
Cc1cc(NC(=O)CSc2nnc(-c3ccccc3Cl)o2)no1
    -12%	-6%	0%
Cc1ccc(CNC(=O)c2cc3c(=O)n4ccccc4nc3n(CC3CCCO3)c2=N)cc1 (stereo not given)
    ?	-4%	-17%

Only part of the results is shown, so the mix of outcomes need not match the whole.
